From PubChem BioAssay
PTHR1 agonist = activates the human parathyroid hormone receptor PTHR1; 410,000 compounds, 0.075% hits; AID 743266; Potency, µM (series often up to 115 µM), for the others: at the top dose activation, hits mostly activators; HEK293 GP2 PTHR1 cells, GloSensor cAMP luminescence, 1 h; further: potency means the concentration at half of the fitted maximal effect; nearly all actives have a fitted effect of over 55% in size; some results filed as inactive show a strong effect at the top dose; inactives centre near -15; many of its hits are not listed in these tables
Target sequence (Q03431 whole entry, looked up): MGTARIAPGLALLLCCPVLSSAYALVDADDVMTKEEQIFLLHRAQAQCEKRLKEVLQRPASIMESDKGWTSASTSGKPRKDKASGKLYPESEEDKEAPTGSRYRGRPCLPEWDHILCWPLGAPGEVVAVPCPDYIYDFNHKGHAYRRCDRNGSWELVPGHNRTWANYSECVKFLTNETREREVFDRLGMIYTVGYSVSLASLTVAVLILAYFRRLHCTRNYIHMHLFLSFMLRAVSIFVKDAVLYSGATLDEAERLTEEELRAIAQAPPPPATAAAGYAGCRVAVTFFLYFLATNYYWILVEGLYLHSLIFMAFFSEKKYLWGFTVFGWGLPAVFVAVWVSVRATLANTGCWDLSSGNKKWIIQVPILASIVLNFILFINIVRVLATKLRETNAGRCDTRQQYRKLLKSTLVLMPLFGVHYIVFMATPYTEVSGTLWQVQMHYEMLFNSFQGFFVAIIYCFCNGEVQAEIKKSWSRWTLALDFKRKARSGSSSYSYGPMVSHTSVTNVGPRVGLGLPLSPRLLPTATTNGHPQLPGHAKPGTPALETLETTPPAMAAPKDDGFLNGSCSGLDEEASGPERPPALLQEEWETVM
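HEK-293-derived GP2 cells expressing PTHR1 and a GloSensor cAMP reporter, 3,000/well, plated overnight, given luciferin plus IBMX (each 0.5 mM as added) for 1 h at 37 °C, then compound for 1 h at 37 °C. Luminescence was read after 15 min at room temperature.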
EPAC2 ag = agonists of human EPAC2 (RAPGEF4) | Q8WZA2 | EPAC2 activation, biochemical qHTS; response scale: 100% = 6.5 mM cAMP response | Potency, µM (highest dose often 154 µM), for the others: top-dose activation, usual class: activators | 360,000 compounds, 0.079% hits | AID 720711; further: potency means the concentration at half of the fitted maximal effect; nearly all actives have a fitted effect of over 50% in size
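EPAC2 (100 nM) mixed with Rap1B loaded with BODIPY-GDP (250 nM) plus 50 uM unlabeled GDP; compounds pinned in, 5 min RT, then read every 5 min for 30 min (ex 480, em 540 nm). Normalized to cAMP control.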
EPAC2 antag = blocks human EPAC2 exchange factor; EPAC2 GEF exchange of Rap1B-BODIPY-GDP, fluorescence; Potency, µM (doses to about 114 µM), for inactives: at the top dose activity, negative = inhibition, actives largely listed as inhibitors; 360,000 compounds, 0.18% hits; further: potency means the concentration at half of the fitted maximal effect; on the % scale 0 is the no-effect control and ±100 the full control effect; nearly all actives have a fitted effect of over 45% in size; many of its hits are not listed in these tables
D3 antag = D3 dopamine receptor (human) antagonism | D3R cells, DiscoveRx beta-arrestin luminescence, antagonist mode; stronger effect = lower value | max response, negative = inhibition, % | 360,000 compounds, 2.5% hits | P35462; in the data active means max response below about -50%; inconclusive means no clear call, values can overlap the other calls; further: on the % scale 0 is the no-effect control and ±100 the full control effect; mostly tested at two doses, the higher about 12 µM
Target sequence (P35462 whole entry, looked up): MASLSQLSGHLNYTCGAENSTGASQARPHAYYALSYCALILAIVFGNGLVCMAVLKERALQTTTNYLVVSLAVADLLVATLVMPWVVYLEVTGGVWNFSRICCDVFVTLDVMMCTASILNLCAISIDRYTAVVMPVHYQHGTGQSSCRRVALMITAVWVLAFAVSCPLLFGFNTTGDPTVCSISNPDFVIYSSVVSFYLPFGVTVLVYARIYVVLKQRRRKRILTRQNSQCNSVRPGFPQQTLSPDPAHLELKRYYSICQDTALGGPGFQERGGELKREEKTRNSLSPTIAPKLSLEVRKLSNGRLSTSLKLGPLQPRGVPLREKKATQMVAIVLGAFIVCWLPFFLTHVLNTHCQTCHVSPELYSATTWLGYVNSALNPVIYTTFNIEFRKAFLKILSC
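Cells expressing the human receptor were seeded at 1500 cells/well, incubated overnight at 37 degrees C in 5% CO2, then exposed to library compounds with dopamine controls for 90 minutes at 37 degrees C before luminescent detection.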
Akt phos inh = blocks phosphorylation of Akt. Neuro2A IGF-stimulated pAkt S473 HTRF, 20 min; stronger effect = lower value. activity change, % for hits at 50 µM. 360,000 compounds, 0.32% hits; in the data active means activity change below about -80%; inconclusive means mostly about -51% to -80%; further: on the % scale 0 is the no-effect control and ±100 the full control effect
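Neuro2A cells in DMEM with 0.5% FBS, overnight at 37 deg C, given compound at single 50 µM final, then IGF (6 nM final) for 20 min at 37 deg C. Lysed; phospho-Akt Ser473 by HTRF after 24 h, 665/615 ratio.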
Mm-Cpn inhibitor = blocks the Methanococcus maripaludis chaperonin Mm-Cpn; 330,000 compounds, 0.031% hits; purified Mm-Cpn ATPase, ADP Transcreener TR-FRET; AID 504842; Potency, µM (top dose mostly 76.9 µM), without a hit: at the highest dose activity, negative = inhibition, usual class: inhibitors; further: potency means the concentration at half of the fitted maximal effect; on the % scale 0 is the no-effect control and ±100 the full control effect; nearly all actives have a fitted effect of over 80% in size
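Purified archaeal chaperonin (25 nM final) was preincubated with compound for 10 min at 37°C, then ATP (10 uM final) was added for 30 min at 37°C in Tris pH 7.4/KCl/MgCl2/DTT buffer. ADP was quantified by HTRF Transcreener TR-FRET.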
CCT modulator = changes cytosolic chaperonin activity | purified chaperonin ATPase assay, HTRF ADP detection, 30 min | activity change, % (test concentration not listed), hits read low | 360,000 compounds, 0.3% hits | AID 651819; in the data active means activity change below about -30%; further: on the % scale 0 is the no-effect control and ±100 the full control effect
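Nucleotide hydrolysis assay: TRiC at 20–40 nM final (set by batch activity) with 10 uM ATP, 30 min at 37 °C, in presence of 76 uM compound. Detection by competitive ADP HTRF, 30 min ambient.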
DRD3 agonist = D3 dopamine receptor (human) agonism; AID 652048; D3R DiscoveRx beta-arrestin cells, luminescence, 90 min; max activation, %; P35462; 410,000 compounds, 0.58% hits; in the data active means max activation above about 30%; further: 0% is about no effect; mostly tested at two doses, the higher about 12 µM
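Cells at 1500/well, incubated overnight, then treated with pinned compounds (dopamine as control) for 90 min at 37 degrees C. DiscoveRx reagent added for 30 - 60 minutes at room temperature; luminescence read.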
Active calls of the source: *; i = inactive; ? = inconclusive; . = no result given; & = joins results of further samples; [ ] = dose if it differs, or a comment. Unless noted, the call rests on the fitted dose curve; in most records, active means well fitted curve in the direction sought with a large enough effect; inconclusive means small, poorly fitted or top-dose-only effect, or another doubt; inactive means no such curve, though single readings can be large; an effect the other way counts as inactive or inconclusive.

The opening two records, ahead of the listing:
SMILES	PTHR1 agonist	EPAC2 ag	EPAC2 antag	D3 antag	Akt phos inh	Mm-Cpn inhibitor	CCT modulator	DRD3 agonist
CC(=O)N=c1sc2ccccc2n1C	-3.0%[57.5 µM]	8.8%	0.6%	-4.9	i	1.8%	-1.7	-10.7
Clc1cccc(-c2nc3nc4ccccc4nc3n2Cc2ccco2)c1	-14.6%	5.6%	-4.3%	-72.7*	i	-7.9%	0.0	-4.2

Results, previewed entries included:
SMILES	PTHR1 agonist	EPAC2 ag	EPAC2 antag	D3 antag	Akt phos inh	Mm-Cpn inhibitor	CCT modulator	DRD3 agonist
CC(=O)N=c1sc2ccccc2n1C	-3.0%[57.5 µM]	8.8%	0.6%	-4.9	i	1.8%	-1.7	-10.7
Clc1cccc(-c2nc3nc4ccccc4nc3n2Cc2ccco2)c1	-14.6%	5.6%	-4.3%	-72.7*	i	-7.9%	0.0	-4.2
O=[N+]([O-])c1cccc(/C=C/c2nc(C=Nc3ccc4ccccc4c3)c(O)o2)c1	i	2.5%	-7.4%	-8.4	i	?	0.6	4.7
CCOc1cc(N2CCOCC2)c(OCC)cc1NC(=O)CN1C(=O)NC2(CCCCCCC2)C1=O	-9.6%	-1.3%	7.9%	13.5	i	-5.1%	-1.1	1.7
COc1ccccc1CNC(=O)C(C)n1nc(C)c2c(C)n(-c3ccccc3)nc2c1=O (centres undefined)	-15.8%	2.1%	-7.2%	-17.0	i	3.7%	2.1	1.7
COc1ccnc(NCc2cccc(C(F)(F)F)c2)c1C#N	-8.8%[57.5 µM]	-1.8%	7.2%	8.7	.	-2.0%	-3.6	11.3
COc1ccccc1CNS(=O)(=O)c1c(C)nc2sccn2c1=O	-13.0%	-1.0%	0.5%	12.0	i	-1.1%	-2.4	0.2&7.2
COc1ccc([N+](=O)[O-])cc1NC(C)C	i	7.7%	-2.2%[57.1 µM]	16.1	i	-0.7%	-5.1	0.2
CC(=N\NC(=O)c1cc(Br)ccc1O)/C(=N/O)C(=O)Nc1ccccc1	-25.1%	3.5%	-10.4%	21.1	i	-1.4%	1.1	2.2
Cc1ccc(OCC(=O)NCCNC(=O)c2cnccn2)cc1C	-10.3%	2.2%	1.7%	1.3	i	-1.5%	-0.5	-6.8
CCOC(=O)COc1cc(OCC(=O)OCC)c2c3c(c(=O)oc2c1)CCCC3	-17.9%	8.1%	-6.9%	25.8	i	-0.1%	-0.9	-5.2
COc1ccc(C(=O)Nc2nc3nccc(-c4ccccc4)n3n2)cc1	i	1.7%	-5.2%	-6.5	i	-4.5%	-1.0	-17.8
C=CCn1c(CC(C)(C)C)nc2ccccc21	i	11.2%	-13.3%	9.3	i	0.0%	0.0	9.6
COc1ccc(C(CC(=O)N2CCCC2)C(C)C)cc1 (centres undefined)	2.9%	6.8%	-14.4%	-4.4	i	0.8%	-2.6	-4.9
COc1ccc(/C(C)=N\n2cnnc2)cc1	-11.8%[57.5 µM]	-3.5%	13.0%	34.9	i	1.7%	-5.2	1.2
CCOc1ccc(NC(=O)CS(=O)(=O)c2cn(CC)c3ccccc23)cc1	i	-0.4%	3.0%	3.3	i	-0.1%	1.7	-4.5
CCOc1ccccc1NC(=O)Cc1c(F)cccc1Cl	i	7.2%	2.4%	3.4	i	0.0%	-0.5	2.5
CCN1CCN(CC(O)COCC2COc3ccccc3O2)CC1 (centres undefined)	-7.9%	1.4%	10.8%	-11.6	i	1.3%	-4.2	-3.9
O=C(NC1CCCCC1)C(c1ccc(Cl)cc1)N(C(=O)c1cnccn1)c1ccc2c(c1)OCO2 (centres undefined)	i	6.2%	-0.5%	8.1	i	0.7%	2.2	-13.8
Cc1cc(=O)oc2cc(OCCCN3C(=O)c4ccccc4C3=O)ccc12	i	-3.9%	12.8%	6.8	i	0.1%	-3.3	6.0
COC(=O)[C@@]12CCCN1[C@H](c1ccc(-c3ccc(OC)cc3)cc1)[C@@H]1C(=O)N(C)C(=O)[C@@H]12	i	-2.3%	-11.3%	-9.0	i	-22.7%	-1.7	-10.8
Cc1c(-c2ccccc2)c(-c2ccc(OCCN(C)C)cc2)n2ccccc12	-17.3%	3.0%	14.5%	0.0	i	.	-1.6	-13.4
COc1cccc(N2CC(O)Cn3c2nc2c3c(=O)n(CCCc3ccccc3)c(=O)n2C)c1 (centres undefined)	-34.2%[inhibitor][57.5 µM]	-5.2%	-2.8%	18.3	i	2.2%	1.7	1.7
N#Cc1cc2c(nc1S(=O)(=O)Cc1ccccc1)CCCC2	i	7.7%	2.7%	-10.9	i	5.4%	-5.5	2.7
CN(C)S(=O)(=O)n1cnc(-c2ccccc2)c1-c1ccccc1	15.6%[57.5 µM]	-4.4%	-0.1%	15.0	i	-0.6%	-5.2	-5.4
COc1ccccc1N1C(=S)N=C(Nc2c(C)cccc2C)C12CCCC2	-13.0%	4.6%	-13.7%	-0.4	i	-2.8%	-1.0	-2.8
C#CCOCCOCCOCCNc1nc(N2CCN(C(=O)Cn3cc(CCCCN)nn3)CC2)nc(N2CCN(C(=O)[C@H](Cc3ccc(O)cc3)n3cc(CCO)nn3)CC2)n1	i	0.5%	7.1%	21.4	i	.	-3.5	8.5
CC(=O)c1ccc(-c2ccc(C(=O)N3CCC(C(N)=O)CC3)o2)cc1	-17.9%	18.4%	14.0%	-6.2	i	-2.2%	1.1	-5.9
COc1ccc(S(=O)(=O)N2CCN(C(=O)CCCN3C(=O)NC4(CCCC4)C3=O)CC2)cc1	i	4.8%	-1.8%	11.2	i	1.4%	-1.7	0.8
Cc1cc(NC(=O)COC(=O)C2COc3ccccc3O2)no1 (centres undefined)	i	7.1%	8.2%	-24.2	i	1.2%	-1.0	-1.7

5 entries already listed, ordered by number of heavy atoms, ascending:
SMILES	PTHR1 agonist	EPAC2 ag	EPAC2 antag	D3 antag	Akt phos inh	Mm-Cpn inhibitor	CCT modulator	DRD3 agonist
COc1ccc(/C(C)=N\n2cnnc2)cc1	-11.8%[57.5 µM]	-3.5%	13.0%	34.9	i	1.7%	-5.2	1.2
Cc1cc(NC(=O)COC(=O)C2COc3ccccc3O2)no1 (centres undefined)	i	7.1%	8.2%	-24.2	i	1.2%	-1.0	-1.7
COc1ccccc1CNS(=O)(=O)c1c(C)nc2sccn2c1=O	-13.0%	-1.0%	0.5%	12.0	i	-1.1%	-2.4	0.2&7.2
CC(=N\NC(=O)c1cc(Br)ccc1O)/C(=N/O)C(=O)Nc1ccccc1	-25.1%	3.5%	-10.4%	21.1	i	-1.4%	1.1	2.2
COc1cccc(N2CC(O)Cn3c2nc2c3c(=O)n(CCCc3ccccc3)c(=O)n2C)c1 (centres undefined)	-34.2%[inhibitor][57.5 µM]	-5.2%	-2.8%	18.3	i	2.2%	1.7	1.7

New compounds follow.
SMILES	PTHR1 agonist	EPAC2 ag	EPAC2 antag	D3 antag	Akt phos inh	Mm-Cpn inhibitor	CCT modulator	DRD3 agonist
O=C1NC2(CCCCC2)C(=O)N1Cc1ccc([N+](=O)[O-])cc1	-15.6%	-7.5%	-0.4%	-21.7	i	3.0%	0.0	-8.3
O=C(CC1C(=O)NCCN1CC1CCCCC1)NCCc1ccc(F)cc1 (centres undefined)	-0.3%	5.9%	-15.3%	-16.6	i	-0.9%	-1.8	-8.9
COc1ccccc1NC(=O)CSCc1ccc([N+](=O)[O-])cc1	-3.3%	13.0%	-6.0%	-23.4	i	-3.3%	-2.1	-22.6
N#Cc1ccccc1NC(=O)COC(=O)c1ccc2c(c1)OCO2	i	-2.3%	7.6%	2.5	i	-3.8%	-4.4	2.3
Cn1c(-c2ccc(Cl)cc2)cnc1NCc1cc2c(cc1[N+](=O)[O-])OCO2	-20.9%	11.2%	-1.5%	-5.4	i	0.2%	0.1	-5.7
CC(=O)Nc1nc(C)c(-c2nc3ccc([N+](=O)[O-])cc3[nH]2)s1	i	0.1%	5.2%	-9.2	i	5.0%	-0.1	3.2
C/C(=N\NC(=O)CNc1cccc2ccccc12)c1ccc(Br)s1	i	-3.8%	2.2%	2.6	i	1.2%	0.7	30.4*
Cc1ccccc1-n1nc(-c2cccnc2)cc1C(=O)N/N=C/c1ccncc1	i	0.1%	-4.1%	0.8	i	0.7%	-2.6	1.3
NC(=O)C1CCN(c2cc(Cl)ccc2[N+](=O)[O-])CC1	i	8.3%	3.6%	-19.9	i	-1.1%	-1.2	-5.5
CCOC(=O)C(=CNCC(=O)O)C(=O)OCC	i	7.6%	4.5%	22.9	i	-1.0%	-7.9	4.3
CCOC(=O)Cc1c(C)nc2c(-c3ccccc3)c(-c3ccccc3)[nH]n2c1=O	-15.9%[57.5 µM]	14.4%	-4.6%	-19.3	i	1.4%	-3.1	-22.4
CCOC(=O)c1ccc(C(=O)OCC)nc1	-12.7%	9.2%	-1.9%	9.9	-106.4%*	0.3%	-1.5	0.7
Cc1occc1C(=O)N1CCN(c2ccccc2)CC1	i	2.1%	-4.6%	-21.8	i	2.6%	-1.4	-1.4
CCOC(=O)N/N=C(\C)c1ccc(Oc2ncccn2)cc1	i	-9.1%	-11.4%	12.2	i	0.1%	-3.7	2.1
CNC(=O)c1c(NC(=O)c2cccc(N3C(=O)CCC3=O)c2)sc2c1CCCC2	-20.0%	-3.5%	-9.8%	-7.4	i	-0.7%	-2.3	5.3
Cc1ccccc1S(=O)(=O)N(C)C[C@@H]1OCc2cnnn2CCCC(=O)N([C@@H](C)CO)C[C@@H]1C	-3.1%	-0.1%	2.9%	-23.7	i	.	-1.9	-1.8
Cn1c(=O)n(C)c2cc(NC(=O)CCc3ccccc3)c(Br)cc21	-25.3%	-7.1%	2.6%	10.4	i	-1.4%	0.6	2.7
CC1CCN(C(=O)c2nc[nH]c2C(=O)O[C@H](C)c2ccccc2)CC1	i	5.4%	14.2%	2.8	i	-1.2%	0.4	2.0
CCCC(=O)N1CCN(c2ccc(NC(=O)c3sc4ccccc4c3Cl)cc2)CC1	-2.6%[57.5 µM]	-3.0%	9.0%	13.1	i	-4.8%	-1.4	4.4
Oc1cccc(Nc2ccccc2)c1	i	1.2%	-14.7%	-4.5	i	-5.9%	0.3	7.9

The list is partial; count on the stated rates, not on these rows.
